CCHF vOTU inh: CCHFV vOTU protease inhibitors, primary screen, biochemical, Pep-AMC substrate, fluorescence | inhibition, % at 11.5 µM | Crimean-Congo hemorrhagic fever virus L polyprotein viral ovarian tumor (vOTU) protease … | 370,000 compounds, 0.55% hits; in the data active = inhibition above about 30%; note: 0% = vehicle wells with enzyme and 100% = no enzyme wells
PriA SSB inh: inhibitors of Klebsiella pneumoniae PriA binding to SSB C-terminal tail, primary screen, biochemical, AlphaScreen. AlphaScreen SSBct-PriA binding, biotinylated peptide. 430,000 compounds, 0.6% hits. inhibition, % at 33 µM; in the data active = inhibition mostly above about 37%, no sharp cut-off; inactive = mostly below about 20%;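 note: plate controls were negative control peptide for no effect and reference peptide for full effect; strong numbers were not always called active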
Vc quorum ag: inducers of Vibrio cholerae quorum light production without autoinducers, primary screen, BH1578 luxS cqsA deficient, single point | V. cholerae BH1578 lux reporter, luminescence, 6 h | activation, % at 18.7 µM | 350,000 compounds, 0.16% hits; in the data active = activation mostly above about 9.7%, no sharp cut-off; inconclusive = no clear call, values can overlap the other calls; inactive = mostly below about 3.7%; note: not every result past the cut was called active; inactives centre near 0; reference of the scale not given here
Y pestis TopoI: Yersinia pestis topoisomerase I inhibitors, primary screen, biochemical, cleavage product accumulation, plate reader, single point; 360,000 compounds, 0.064% hits; activity, % at 10 µM; Y. pestis Topo-I cleavage product accumulation; DNA topoisomerase I (Yersinia pestis CO92); in the data active = activity above about 50%, passing the limit was not always enough; inconclusive = no clear call, values can overlap the other calls; note: inactives centre near 2
SARS 3CLpro inh: SARS-CoV 3CLpro protease inhibitors, primary screen, biochemical, quenched FRET | 290,000 compounds, 0.14% hits | AID 1706, 2009 | inhibition, % at 6 µM | recombinant SARS-CoV 3CLpro, quenched FRET peptide cleavage; in the data active = inhibition above about 12%
PfHsp40 yeast: rescue of yeast from PfHsp40 toxicity, primary screen, S. cerevisiae, ATP luminescence. S. cerevisiae expressing PfHsp40, growth rescue. growth rescue, % at 12.5 µM. 340,000 compounds, 0.68% hits; in the data active = growth rescue above about 28%, passing the limit was not always enough; inconclusive = no clear call, values can overlap the other calls;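 note: yeast W303a lacking pdr1 and pdr3 grown in galactose medium; growth measured after three days at 30 °C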
TcdB GH inh: TcdB glycohydrolase inhibitors, primary screen, biochemical, single point, plate reader | 350,000 compounds, 0.24% hits | TcdB glycohydrolase enzymatic assay | inhibition, % at 9.99 µM | AID 652162, 2013; in the data active = inhibition above about 10%
Anthrax LF prot: Bacillus anthracis LF protease inhibitors, primary screen, biochemical, multiplex microsphere, MLPCN library; AID 588501, 2011; Lethal factor (Bacillus anthracis), P15917; 360,000 compounds, 0.12% hits; multiplex microsphere protease cleavage assay; inhibition, % at 10 µM; note: plate controls were buffer without enzyme for full effect and enzyme alone for no effect
DUSP3 inh: VHR1 phosphatase inhibitors, primary screen, biochemical, absorbance, uHTS; Dual specificity protein phosphatase 3 (Homo sapiens), P51452; recombinant VHR phosphatase, pNPP absorbance; inhibition, % at 13.3 µM; 290,000 compounds, 0.52% hits; in the data active = inhibition above about 50%; note: some compounds called inactive have numbers as strong as hits
BoNT-A LC inh2: BoNT/A light chain protease inhibitors, primary screen, biochemical, flow cytometry, MLPCN library; inhibition, % at 10 µM; 360,000 compounds, 0.17% hits; multiplex microsphere protease substrate cleavage; AID 588499, 2011; Botulinum neurotoxin type A light chain protease (Clostridium botulinum A str. ATCC 3502); note: plate controls were buffer without enzyme for full effect and enzyme alone for no effect
An asterisk follows results filed as active; i = inactive; ? = inconclusive; . = not tested or not shown; & = joins results of further samples. Cut-off read from the data, not from the text of the source, unless noted: active = inhibition above about 30%; inconclusive = no clear call, values can overlap the other calls; inactive = below that.

SMILES	CCHF vOTU inh	PriA SSB inh	Vc quorum ag	Y pestis TopoI	SARS 3CLpro inh	PfHsp40 yeast	TcdB GH inh	Anthrax LF prot	DUSP3 inh	BoNT-A LC inh2
COc1ccc(/C=C/C(=O)c2ccccc2)c(OC)c1	-7.4	-11.0	-0.3	6.0	5.7	0.7	0.8	-1.3	18.5	0.6
O=C(NCCN1CCc2ccccc2C1)C1CC(=O)N(C2CCCC2)C1 (stereo not drawn)	4.9	1.1&-11.0	i	3.6	1.1	-0.3	.	-3.3	-0.7	1.5
Cc1ccc(S(=O)(=O)/N=S(/C)c2ccccc2)cc1 (stereo not drawn)	1.7	.	i	-2.7	-2.5	0.5	.	-1.5	29.7	-0.4
COc1ccc2c(C)c(CCC(=O)NCCCN3CCCC3=O)c(=O)oc2c1C	-53.9	-7.9	-0.5	10.7	0.2	-0.6	-0.1	2.2	-18.5	-0.5
C[C@]12CC[C@H](O)C[C@H]1CC[C@@H]1[C@@H]2CC[C@]2(C)[C@@H](C3=CC(=O)OC3)CC[C@]12O	0.8	-11.9	-1.1	2.4	.	0.0	1.9	-1.6	.	-0.1
O=C(Nc1nc(-c2ccc(Cl)cc2Cl)cs1)C1CCCO1 (stereo not drawn)	6.2	-39.4	-0.3	8.8	-6.5	5.7	-7.0	2.0	-2.9	-0.7
Cc1nnc(NC(=O)C2CCCN(S(=O)(=O)Cc3ccccc3)C2)s1 (stereo not drawn)	8.0	-6.3	-1.3	-12.9	2.0	0.9	.	-2.8	18.9	0.3
Cc1c(-c2ccccc2)n[nH]c1C(=O)N=Nc1c(O)[nH]c2ccccc12	1.4	1.5	-0.2	3.9	3.3	-0.4	0.0	-0.4	13.9	-1.0
Cc1ccc(S(=O)(=O)N2CCC(C(=O)OCC(=O)N(C)CC(=O)Nc3ccc(F)cc3)CC2)cc1C	8.8	.	-12.5	17.6	.	-0.1	0.2	-4.2	.	5.8
CCc1ccc(OCC(=O)NC(=S)Nc2ccc(C)cc2C)c(Br)c1	4.4	-3.1	-0.9	5.0	4.2	0.3	.	2.4	6.0	0.6
C=CCOC(=O)C1=C[C@@H](c2coc3ccccc3c2=O)[C@H](CCCO)[C@@H](OCC)O1	-2.6	-8.7	0.6	15.7	2.9	1.8	-1.2	-3.9	10.3	0.0
Nc1c(O)cccc1C(=O)O	29.6*	-17.8	-0.6	1.3	.	-0.3	-10.5	1.6	.	-0.4
CCCCNS(=O)(=O)c1ccc(OCC(=O)OC)cc1	0.7	10.8	-0.2	-3.1	5.3	-0.1	10.4*	0.7	-8.0	-1.0
C[C@H](CO)N1C[C@H](C)[C@@H](CN(C)S(=O)(=O)c2cn(C)cn2)Oc2ccc(NC(=O)Nc3ccc4c(c3)OCO4)cc2C1=O	1.1	-3.0	0.5	-9.1	.	-0.8	1.5&1.2	-5.6	.	-0.1
COC(=O)CC(=O)Cc1nc(N)nc(Nc2ccc(C)c(C)c2)n1	5.3	-17.6	i	8.7	3.3	-0.3	.	-0.6	13.2	0.6
C[C@H]1CN(C2CCCCC2)C(=O)[C@@H]1CC(=O)NCc1ccccc1	2.0	-26.7	i	10.5	-6.3	-0.4	-0.4	0.1	1.1	0.5
Cc1cccc([N+](=O)[O-])c1NC(=O)CN(Cc1ccccc1)Cc1ccccc1	1.8	6.2	-0.2	29.4	4.5	1.2	-0.1	0.3	4.6	0.2
CC(C)(C)c1ccc(/C=C/C(=O)N2CCOCC2)cc1	-3.5	-0.2	-0.2	3.9	-2.8	-0.4	-4.3	-1.0	4.6	-0.2
Cc1ccc(-n2nc3c([n+]2[O-])CCc2nonc2-3)cc1	-13.7	-11.2	-0.2	9.1	-1.2	0.5	0.5	-3.8	-3.6	-0.3
COc1ccc(N2C(=O)c3ccccc3NC2(C)C)cc1	-29.1	1.0	-0.4	9.3	0.8	1.1	0.4	-2.3	8.5	-2.2
O=C(C[C@H]1C/C=C\C[C@H](NC(=O)OCC2c3ccccc3-c3ccccc32)C(=O)O[C@@H](c2ccccc2)CNC1=O)NCCO	1.9	-6.7	-0.2	9.3	.	1.9	-0.2	2.8	.	0.7
CCOC(=O)c1c(-c2ccccc2)[nH]c2ccc(O)cc12	33.8*	-0.8	-1.0	-10.4	0.8	1.7	.	-3.4	5.0	-0.4
CCOc1ccc2c(c1)c(=O)c(S(=O)(=O)c1ccc(C)cc1)cn2CC	17.7	-9.2	i	5.6	2.2	-1.2	1.9	0.2	52.5*	-0.7
Nc1nc(NCc2ccco2)nc(Nc2ccc(F)cc2)c1[N+](=O)[O-]	-5.8	-4.3	i	3.5	4.6	-1.1	0.9	3.9	-7.7	-0.4

Complete entries, looked up by structure. Order of values: CCHF vOTU inh	PriA SSB inh	Vc quorum ag	Y pestis TopoI	SARS 3CLpro inh	PfHsp40 yeast	TcdB GH inh	Anthrax LF prot	DUSP3 inh	BoNT-A LC inh2
Profile of Cc1cccc([N+](=O)[O-])c1NC(=O)CN(Cc1ccccc1)Cc1ccccc1 → 1.8	6.2	-0.2	29.4	4.5	1.2	-0.1	0.3	4.6	0.2
Profile of CCOc1ccc2c(c1)c(=O)c(S(=O)(=O)c1ccc(C)cc1)cn2CC → 17.7	-9.2	i	5.6	2.2	-1.2	1.9	0.2	52.5*	-0.7
Profile of COC(=O)CC(=O)Cc1nc(N)nc(Nc2ccc(C)c(C)c2)n1 → 5.3	-17.6	i	8.7	3.3	-0.3	.	-0.6	13.2	0.6
Profile of COc1ccc(N2C(=O)c3ccccc3NC2(C)C)cc1 → -29.1	1.0	-0.4	9.3	0.8	1.1	0.4	-2.3	8.5	-2.2
Profile of Cc1ccc(-n2nc3c([n+]2[O-])CCc2nonc2-3)cc1 → -13.7	-11.2	-0.2	9.1	-1.2	0.5	0.5	-3.8	-3.6	-0.3

More structures.
SMILES	CCHF vOTU inh	PriA SSB inh	Vc quorum ag	Y pestis TopoI	SARS 3CLpro inh	PfHsp40 yeast	TcdB GH inh	Anthrax LF prot	DUSP3 inh	BoNT-A LC inh2
Cc1ccc(CN2CCC(n3nccc3NC(=O)c3ccccc3C)CC2)o1	-7.9	6.0	0.1	1.0	-11.8	4.1	0.3	0.3	5.9	-0.5
O=S(=O)(NCC(c1ccco1)N1CCN(c2ccccc2F)CC1)c1ccc2c(c1)OCCO2 (stereo not drawn)	-14.8	-9.1	-1.7	0.8	2.6	1.4	.	-0.5	23.7	0.0
CC(=O)c1cccc(NC(=O)c2ccc(N(Cc3ccc(C)cc3)S(C)(=O)=O)cc2)c1	-6.6	-18.9	-0.2	16.6	8.2	-0.6	.	-2.1	-3.8	-1.9
COc1ccc(C(CNC(=O)COc2ccc(F)cc2Cl)N2CCCCC2)cc1 (stereo not drawn)	-1.2	6.1	-0.8	-0.6	.	2.4	0.2	-1.7	.	-0.4
C=CCNC(=S)N/N=C/c1ccc(C)s1	5.6	.	-3.1	7.0	-0.2	0.6	1.4	-7.0	26.3	-0.2
C#CCn1c2ccccc2c2nc3ccccc3nc21	-3.6	-21.7	i	1.5	-6.1	3.8	0.6	-7.1	3.0	-7.1
COc1ccccc1-c1nc2ccccc2c(=O)n1NC(=O)c1cccs1	0.9	-4.6	-0.2	1.2	1.8	-0.3	.	-0.8	-8.5	-0.2
CCOc1ccc(NC(=O)Nc2ccc(N(C)C(C)=O)cc2)cc1	-3.6	-3.4	-0.3	1.3	2.9	0.8	.	-3.7	3.6	-1.7
CCN(C(=O)COC(=O)c1cc(OC)c(OC)cc1[N+](=O)[O-])C1CCS(=O)(=O)C1 (stereo not drawn)	-0.1	1.4	0.2	4.7	-2.1	0.4	-0.7	5.2	29.4	-1.8
CC(Oc1ccc2c3c(c(=O)oc2c1)CCCC3)C(=O)NCc1ccncc1 (stereo not drawn)	-12.8	-4.0	-1.0	0.9	1.8	1.1	0.5	2.5	-10.2	1.4
NC(=O)c1cccc(-c2csc(C(O)c3cccc(Cl)c3)n2)c1 (stereo not drawn)	-4.8	.	0.2	-4.2	.	.	0.2	-0.8	.	-0.2
Cn1c(/C=C/N2CCOCC2)c(C(=O)c2ccc(Br)cc2)c(=O)n(C)c1=O	-4.5	-22.5	-0.4	-7.1	-0.3	-0.7	.	1.5	-3.4	-0.1
COc1cc(C(C)=O)ccc1OCC(=O)Nc1ccccc1N1CCCCC1	-4.7	-15.2	i	23.2	.	0.0	0.9	?	.	-2.1
CCC(=O)c1ccc(SC(=O)N(C)C)cc1O	-2.8	1.9	3.6	2.9	-2.6	2.1	-1.3	-7.8	10.1	0.2
O=C(Nc1ccc2c(c1)OCO2)c1ccc(S(=O)(=O)NCC2CCCO2)cc1 (stereo not drawn)	-0.1	0.3&-10.0	-0.9	4.8	-0.5	0.1	.	-0.4	14.6	-0.2
Cc1ccc(C)n1-c1ccc(-c2nnco2)cc1	.	.	-0.9	-7.7	-2.2	1.6	.	-1.0	3.0	-0.4
C=C(c1ccccc1O)n1ccnc1	6.8	-18.5	i	6.7	-1.9	-2.9	-0.5	10.5	14.1	-1.3
CCOc1ccc(-n2cnnn2)cc1S(=O)(=O)NC1CC1	-6.5	-4.1	-0.5	-2.5	-0.6	-0.4	.	0.0	8.3	-0.4
O=[N+]([O-])c1ccc(NC(=S)N2CCc3ccccc3C2)cc1	-4.0	25.4&9.0	i	-2.1	4.2	7.3	0.3	0.0	-4.1	0.4
COc1ccc(CNC(=O)/C=C/c2cc([N+](=O)[O-])ccc2OC(F)F)cc1	-11.7	-18.4	-0.2	13.1	6.3	0.9	-0.7	1.5	24.0	?
COc1ccc(CNC(=O)c2ccc(S(=O)(=O)N3CCOCC3)cc2)cc1	9.8	-9.1	-2.9	1.4	.	0.4	0.8	-4.3	.	0.7
COC(=O)CNC(=O)C(Cc1c[nH]c2ccccc12)NC(=O)Oc1ccccc1 (stereo not drawn)	0.0	5.2	-0.5	4.5	7.4	0.8	1.6	4.1	21.3	-2.8
O=C(Cc1ccc([N+](=O)[O-])cc1)N/N=C/c1ccc([N+](=O)[O-])o1	11.8	-1.0	1.1	0.4	-0.3	0.1	0.8	-1.6	9.6	0.1
C=C(C)C1(O)OC(=O)C=C1OC (stereo not drawn)	-3.7	-4.4	-0.3	-8.4	-0.7	-0.3	-0.9	0.7	12.0	0.2
O=C(Nc1cccnc1)c1ccc(CSc2ccccc2)cc1	-4.0	-11.4	-0.6	2.0	1.7	0.8	0.1	-1.7	-1.8	0.4
Cc1nn(C2CCOC(C)(C)C2)c2c1C(c1ccc(OC(C)C)cc1)SCC(=O)N2 (stereo not drawn)	1.9	9.9	i	-8.3	-3.3	0.2	.	0.0	17.3	0.0
c1ccc(CCn2nnnc2C(c2cccnc2)N2CCN(c3nc4ccccc4s3)CC2)cc1 (stereo not drawn)	11.7	11.7	-3.6	22.2	-3.2	4.8	.	-2.1	15.3	-0.6
C=C1CCC(O)C2(C)CCC3C(C)C(=O)OC3C12O (stereo not drawn)	-9.9	-8.7	i	-2.3	1.4	-0.5	0.7	-7.1	.	-2.4
Cc1ccc(CS(=O)Cc2ccc(C(=O)NC3CCCC(C)C3C)o2)cc1 (stereo not drawn)	17.4	0.6	i	27.3	-4.6	1.0	-1.1	-3.8	-20.1	0.3
c1ccc(-c2ccccc2OCCCN2CCCC2)cc1	21.8	2.3	-0.4	-1.7	0.6	-1.5	.	-5.5	4.4	0.3

Only part of the results is shown; the hit share may differ from the screen's.
